GC-B act – GC-B (human) receptor activation. HEK293-GC-B cells, CNP EC30, cGMP TR-FRET; 0% at EC30 CNP, 100% saturating CNP. activation, % at 10 µM. 0.11% of 370,000 active;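 active = activation at 10 µM reaching about 35% in either raw or pattern-adjusted values, limit read from the data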
Target sequence (P20594 whole entry, looked up): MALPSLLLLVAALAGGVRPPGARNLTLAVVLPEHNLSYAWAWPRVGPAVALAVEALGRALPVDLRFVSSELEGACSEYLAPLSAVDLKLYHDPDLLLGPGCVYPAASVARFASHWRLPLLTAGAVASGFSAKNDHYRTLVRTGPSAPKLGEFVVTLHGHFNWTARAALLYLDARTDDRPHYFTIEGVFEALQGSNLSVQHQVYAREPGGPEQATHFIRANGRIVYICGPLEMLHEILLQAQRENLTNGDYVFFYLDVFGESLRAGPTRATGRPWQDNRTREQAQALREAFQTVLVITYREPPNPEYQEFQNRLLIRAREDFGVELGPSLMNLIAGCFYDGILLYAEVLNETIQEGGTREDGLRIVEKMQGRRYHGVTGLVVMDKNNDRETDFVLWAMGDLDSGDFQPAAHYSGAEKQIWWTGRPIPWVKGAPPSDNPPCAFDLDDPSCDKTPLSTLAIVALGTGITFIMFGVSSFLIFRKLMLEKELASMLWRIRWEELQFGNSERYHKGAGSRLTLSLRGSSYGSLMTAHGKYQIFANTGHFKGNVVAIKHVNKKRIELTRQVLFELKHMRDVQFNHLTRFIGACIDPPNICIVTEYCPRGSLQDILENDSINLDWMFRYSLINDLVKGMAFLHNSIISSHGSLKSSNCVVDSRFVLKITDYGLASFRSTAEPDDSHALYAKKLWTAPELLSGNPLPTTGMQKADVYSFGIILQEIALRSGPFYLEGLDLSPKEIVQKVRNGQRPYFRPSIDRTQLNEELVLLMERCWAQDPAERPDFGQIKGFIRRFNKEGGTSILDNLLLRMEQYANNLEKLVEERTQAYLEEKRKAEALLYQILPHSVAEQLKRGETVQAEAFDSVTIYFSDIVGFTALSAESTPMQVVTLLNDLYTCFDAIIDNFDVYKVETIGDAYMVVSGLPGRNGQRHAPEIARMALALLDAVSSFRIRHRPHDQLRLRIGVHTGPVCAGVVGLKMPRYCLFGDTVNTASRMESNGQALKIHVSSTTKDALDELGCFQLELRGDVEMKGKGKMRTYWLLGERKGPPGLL
rCAG RNA binder – molecules binding r(CAG) RNA repeats | inhibition, % at 3 µM | 1.3% of 370,000 active | r(CAG) RNA repeat, TO-PRO-1 dye displacement fluorescence;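 active = inhibition above the plate cutoff, the mean of all test compounds on that plate plus 3 SD, cut at about 35% in these data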;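 also: 0% = DMSO alone and 100% = 100 µM mitoxantrone as full dye displacement; higher means more dye released from RNA so lower well fluorescence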
ABHD4 inh – inhibitors of mouse ABHD4; Q8VD66; purified mABHD4, FP-Rh probe fluorescence polarization; inhibition, % at 8.92 µM; 0.54% of 370,000 active;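 active = inhibition exceeding the mean over every tested compound plus 3 SD, cut at about 30% in these data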;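 also: 0% = plate median of compound wells and 100% = S159A mutant with DMSO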
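Assay system: mABHD4 protein; medium: HEPES pH 7.0, NaCl, Pluronic buffer; dosing: 8.92 µM, single dose; schedule: 45 min + 60 min at 25 °C; signal: FP readout, ex 525 nm / em 598 nm; read-out: normalized percent inhibition of probe labeling; repeats: single replicate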
GC-A act – GC-A (human) enzyme activation | HEK293 GC-A cells, cGMP TR-FRET, EC30 ANP; 0% at EC30 ANP, 100% saturating ANP | activation, % at 10 µM | 0.14% of 370,000 active | AID 1671463; in the data active = activation above about 40%
ARFGAP1 inhibitor – inhibits rat ARF GTPase activating protein 1. Q62848. Arfgap1-stimulated ARF1 GTP hydrolysis, GDP FP detection. inhibition, % at 16.5 µM. 0.26% of 360,000 active. AID 651572;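 active = inhibition above a per-plate limit, mean inhibition of low control wells plus 3 SD, cut at about 25% in these data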;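 also: 0% = DMSO wells with enzyme and 100% = wells lacking Arfgap1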
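Material: rat Arfgap1 catalytic domain, aa 1-136; also added: human ARF1(Δ1-17)-GTP substrate; compound dosing: one concentration, 16.5 µM, DMSO 1.26%; incubation: GTP hydrolysis reaction 2 h at 25 °C; measured by: Tracer-displacement fluorescence polarization with EDTA stop, 620/688 nm; evaluation: % inhibition from polarization; repeats: one replicate per compound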
SMARCA2 act – activators of SMARCA2 function | MG213 cells, MMTV-luciferase reporter, dexamethasone, overnight | activation, % at 9.1 µM | 1% of 370,000 active; in the data active = activation above about 7.8%;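 also: 0% = vehicle wells and 100% = reference activator wells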
NR1D1 modulator – Rev-erb alpha (human) modulation; Rev-erbα–FITC-DNA binding, fluorescence polarization, 90 min; activity, % at 10 µM; 0.79% of 370,000 active; AID 1259318;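 active = activity above about 14%, limit read from the data; passing the limit was not always enough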;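 also: 0% = DMSO wells with 35 nM protein and 100% = DMSO wells with 750 nM protein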
HTRA1 inhibitor – HTRA1 (human) protease inhibition; recombinant HTRA1, FP-rhodamine activity-based probe, fluorescence polarization; 0.5% of 340,000 active; inhibition, % at 5.96 µM; AID 504803; in the data active = inhibition above about 36%;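 also: 0% = enzyme with DMSO and 100% = wells lacking enzyme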
ASAP1 inh – inhibitors of human ASAP1 ArfGAP activity; inhibition, % at 16.5 µM; ASAP1-stimulated ARF1 GTP hydrolysis, GDP FP detection; 0.19% of 360,000 active; in the data active = inhibition above about 25%;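 also: 0% = vehicle with enzyme and substrate and 100% = no enzyme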
PG9 Ab binder – PG9 antibody binding by small molecule | TR-FRET gp120-PG9 antibody binding | inhibition, % at 6.7 µM | 0.43% of 360,000 active; in the data active = inhibition above about 8.5%
Active calls of the source: *; . = no result given.

[1] CC(=O)Nc1ccc(C(=O)NCC2CCCCC2)cc1
[2] Cc1cccc(NC2=CC(=O)OC(C)C2)c1 (stereo unspecified)
[3] Cc1c(Cl)cccc1NC(=S)Nc1ccccn1
[4] O=C1OC(/C(=C\Nc2cc(Cl)ccc2O)[N+](=O)[O-])c2ccccc21 (stereo unspecified)
[5] CCN(Cc1ccccc1)S(=O)(=O)c1ccc(C(=O)N(CCCN(C)C)c2nc3cc4c(cc3s2)OCCO4)cc1
[6] Cc1ccsc1C(=O)OCc1cc(=O)n2ccsc2n1
[7] Cc1onc(-c2ccc(Cl)cc2Cl)c1-c1csc(N/N=C/c2ccccc2)n1
[8] O=C(CN1C(=O)COc2ccccc2C1=O)c1ccc2c(c1)OCCO2

Compound | 1 | 2 | 3 | 4 | 5 | 6 | 7 | 8
GC-B act | 3 | -2 | 2 | -8 | 3 | 4 | 1 | 4
rCAG RNA binder | 2 | 4 | 1 | 2 | 6 | 8 | 12 | -2
ABHD4 inh | -7 | 10 | -4 | 42* | 5 | 0 | 9 | 1
GC-A act | 2 | 1 | 2 | 0 | -6 | 2 | 8 | 4
ARFGAP1 inhibitor | -8 | -1 | 3 | 8 | 8 | -7 | 18 | 4
SMARCA2 act | -1 | 0 | -1 | 33* | 3 | 7 | -5 | 0
NR1D1 modulator | 4 | -3 | 5 | 10 | 8 | -3 | 3 | -1
HTRA1 inhibitor | 3 | -2 | 0 | 5 | -23 | -9 | -2 | 7
ASAP1 inh | 2 | 7 | 1 | -6 | -9 | 3 | 13 | -4
PG9 Ab binder | 2.8 | -1.4 | 0.3 | -3.7 | 3.1 | 2.2 | -0.5 | 1.4

A section from further up, as a working copy:
[5] CCN(Cc1ccccc1)S(=O)(=O)c1ccc(C(=O)N(CCCN(C)C)c2nc3cc4c(cc3s2)OCCO4)cc1
[6] Cc1ccsc1C(=O)OCc1cc(=O)n2ccsc2n1

Compound | 5 | 6
GC-B act | 3 | 4
rCAG RNA binder | 6 | 8
ABHD4 inh | 5 | 0
GC-A act | -6 | 2
ARFGAP1 inhibitor | 8 | -7
SMARCA2 act | 3 | 7
NR1D1 modulator | 8 | -3
HTRA1 inhibitor | -23 | -9
ASAP1 inh | -9 | 3
PG9 Ab binder | 3.1 | 2.2

Next part
[9] O=c1cnnc(NCc2ccccc2)[nH]1
[10] Cc1nc(C(=O)Nc2cc(F)cc(Cl)c2)sc1C1(C)CC(c2ccccc2)=NO1 (stereo unspecified)
[11] O=C1ON=C(c2ccc([N+](=O)[O-])cc2)/C1=C/c1ccccc1O
[12] CC[C@H]1C=C[C@@H](C(C(=O)OC)C(=O)OC)CN1C(C)=O
[13] Cc1cc2cc(CN(Cc3ccco3)C(=O)C3CCCCC3)c(=O)[nH]c2cc1C
[14] CCCCCCC#Cc1ccc2c(c1)COc1c3ccccc3nn1-2
[15] O=C1CCCCCN1Cc1nnc(SCc2nc3ccccc3s2)n1-c1ccccn1
[16] Cc1ccc(N(CC(N)=O)C2SC(=O)N(Cc3ccccc3)C2=O)cc1 (stereo unspecified)

Compound | 9 | 10 | 11 | 12 | 13 | 14 | 15 | 16
GC-B act | -2 | 1 | 0 | 2 | 0 | 0 | 1 | 0
rCAG RNA binder | 0 | 9 | 16 | 2 | 1 | 3 | 4 | 1
ABHD4 inh | 3 | -14 | 23 | 0 | -2 | 9 | -17 | -1
GC-A act | 3 | 2 | 26 | 0 | -2 | -4 | 2 | 3
ARFGAP1 inhibitor | -15 | 6 | -2 | 15 | 2 | 0 | -13 | -6
SMARCA2 act | -3 | -3 | -1 | 0 | -3 | 2 | 1 | -3
NR1D1 modulator | 9 | -3 | 7 | 1 | 43* | 7 | -2 | -4
HTRA1 inhibitor | 5 | -40 | 3 | 4 | -5 | -5 | 0 | 3
ASAP1 inh | -17 | 5 | 0 | 7 | 0 | -6 | -14 | 6
PG9 Ab binder | -0.4 | -1.7 | 1.3 | -0.4 | 0.7 | -1.1 | -0.3 | 5.9

Reprinted at random: 4 records from the list, in no set order.
[1] CC(=O)Nc1ccc(C(=O)NCC2CCCCC2)cc1
[15] O=C1CCCCCN1Cc1nnc(SCc2nc3ccccc3s2)n1-c1ccccn1
[11] O=C1ON=C(c2ccc([N+](=O)[O-])cc2)/C1=C/c1ccccc1O
[10] Cc1nc(C(=O)Nc2cc(F)cc(Cl)c2)sc1C1(C)CC(c2ccccc2)=NO1 (stereo unspecified)

Compound | 1 | 15 | 11 | 10
GC-B act | 3 | 1 | 0 | 1
rCAG RNA binder | 2 | 4 | 16 | 9
ABHD4 inh | -7 | -17 | 23 | -14
GC-A act | 2 | 2 | 26 | 2
ARFGAP1 inhibitor | -8 | -13 | -2 | 6
SMARCA2 act | -1 | 1 | -1 | -3
NR1D1 modulator | 4 | -2 | 7 | -3
HTRA1 inhibitor | 3 | 0 | 3 | -40
ASAP1 inh | 2 | -14 | 0 | 5
PG9 Ab binder | 2.8 | -0.3 | 1.3 | -1.7

The results go on:
[17] CCOc1ccc(CCNC(=O)C2CCN(S(=O)(=O)CC)CC2)cc1OCC
[18] CCN(CCCNC(=O)CCCN1C(=O)COc2ccc(C)cc21)c1cccc(C)c1
[19] O=C1[C@H]2[C@H](C=CC[C@H]2C(=O)N2CCOCC2)CCN1Cc1ccccc1
[20] O=C(Nc1cc(Oc2ccccc2)cc([N+](=O)[O-])c1)C12CC3CC(C1)CC(n1cnc(Cl)n1)(C3)C2
[21] CC(C)N1CCCC(C)(C(=O)Nc2nc3ccccc3n2C)C1 (stereo unspecified)
[22] O=C(Cn1nnc(-c2ccccc2Cl)n1)N/N=C/c1ccc2c(c1)OCO2
[23] CCOc1ccc(-n2nnnc2SCC(=O)NNC(=O)c2ccco2)cc1
[24] CC1CCN(C(=O)CCCC(=O)O)CC1

Compound | 17 | 18 | 19 | 20 | 21 | 22 | 23 | 24
GC-B act | -1 | -6 | 0 | -6 | -3 | 6 | 1 | -1
rCAG RNA binder | -6 | -4 | -2 | 19 | 2 | 6 | -1 | -1
ABHD4 inh | 5 | -1 | -5 | -50 | 2 | -3 | -4 | 1
GC-A act | 6 | -12 | 3 | 5 | -1 | 3 | 3 | 0
ARFGAP1 inhibitor | -1 | -5 | -18 | 13 | 0 | 14 | -2 | 15
SMARCA2 act | -2 | 0 | -1 | -5 | 0 | 4 | -3 | 0
NR1D1 modulator | 1 | -1 | -1 | 0 | -3 | 6 | 1 | -1
HTRA1 inhibitor | -6 | 5 | 0 | -47 | . | -7 | 2 | 2
ASAP1 inh | 10 | 0 | 5 | 4 | 1 | -2 | -7 | 12
PG9 Ab binder | 2.3 | -0.6 | -2.1 | -0.2 | -0.5 | -3.0 | -2.8 | 1.7

[25] NS(=O)(=O)c1ccc(N=Cc2ccc(Br)s2)cc1
[26] Cc1ccccc1C(=O)Nc1ccc2c(c1)nc(CCNC(=O)c1ccco1)n2C
[27] COc1cc(OC)cc(C(=O)NCCCN2CCN(CCCNC(=O)c3cc(OC)cc(OC)c3)CC2)c1
[28] Cn1c(SCc2ccccc2Br)nc2ccccc2c1=O
[29] CCCCCCC(C)OC(=O)c1ccccc1C(=O)O (stereo unspecified)
[30] CCCN1CCC(NC(=S)Nc2ccc(C(=O)OCC)cc2)CC1
[31] CC(C)N(Cc1cc2ccccc2[nH]c1=O)C(=O)C1CCCCC1
[32] COc1cccc(-c2nn(C)c3sc(C(=O)N4CCN(c5ccccc5)CC4)cc23)c1

Compound | 25 | 26 | 27 | 28 | 29 | 30 | 31 | 32
GC-B act | -1 | 2 | -7 | 2 | 3 | 1 | -6 | 1
rCAG RNA binder | 3 | -1 | 2 | -1 | 2 | -5 | -1 | 6
ABHD4 inh | -3 | 8 | 10 | 8 | 0 | 8 | -11 | 0
GC-A act | 2 | 2 | 2 | -28 | 5 | 6 | -4 | -2
ARFGAP1 inhibitor | -3 | 11 | -2 | 8 | 13 | -2 | 2 | 2
SMARCA2 act | 2 | -1 | -2 | -2 | 0 | -1 | 0 | -1
NR1D1 modulator | 6 | -3 | -4 | 8 | -1 | 1 | 5 | 8
HTRA1 inhibitor | 5 | -4 | 2 | 2 | -4 | 3 | -1 | -34
ASAP1 inh | 0 | 8 | -4 | 7 | -11 | 4 | -5 | 2
PG9 Ab binder | 0.6 | 1.2 | 1.2 | -0.4 | -2.1 | 0.7 | -3.1 | -1.1

[33] COc1ccc(-c2nsc(SCC(=O)NCc3ccc4c(c3)OCO4)n2)cc1
[34] COC(=O)c1ccc(C(=O)N2CCCC(CNC(=O)c3ccccc3Cl)C2)cc1 (stereo unspecified)
[35] COc1ccc(CN2CC(=O)N3[C@H]4c5ccc(OC)cc5OC[C@@H]4[C@H](c4ccccc4)[C@]3(C)C2=O)cc1
[36] S=c1[nH]nc(NCCCN2CCOCC2)s1
[37] OCc1c(OCc2cccc(F)c2)ccc2ccccc12
[38] C/C(N)=C(/C#N)C(=O)CSc1nncn1-c1ccccc1
[39] COc1cccc2sc(NNC(=O)C3COc4ccccc4O3)nc12 (stereo unspecified)
[40] COc1cccc(/C=N/NC(=O)c2ccc(=O)[nH]n2)c1O

Compound | 33 | 34 | 35 | 36 | 37 | 38 | 39 | 40
GC-B act | -5 | -2 | 2 | 0 | -3 | -2 | 1 | 3
rCAG RNA binder | -1 | -2 | -5 | -6 | -2 | 6 | 2 | 2
ABHD4 inh | 4 | -5 | -14 | 4 | -5 | -9 | 23 | 6
GC-A act | 0 | 5 | -1 | 3 | 1 | -1 | 0 | 4
ARFGAP1 inhibitor | 6 | 2 | 9 | -1 | 0 | 28* | 4 | -7
SMARCA2 act | 3 | 0 | 0 | 1 | 4 | -3 | -3 | -1
NR1D1 modulator | 3 | 3 | -3 | 1 | 3 | 0 | 5 | 0
HTRA1 inhibitor | 0 | 3 | -42 | 5 | -9 | 2 | 2 | -5
ASAP1 inh | -6 | -2 | -1 | 5 | 2 | 0 | 0 | -8
PG9 Ab binder | -0.6 | -1.2 | 0.8 | -0.4 | 0.2 | -1.4 | -0.4 | -1.9

[41] O=C(CCCC(=O)OCC(Cl)=C(Cl)Cl)Nc1cccc2ccccc12
[42] C(#CCN1CCCC1)CC(c1ccccc1)c1ccccc1
[43] CC(CC(=O)NCc1ccc(Cl)cc1)S(=O)(=O)c1ccc2c(c1)NC(=O)CO2 (stereo unspecified)
[44] O=C(O)c1ccccc1N(Cc1ccccc1)C(=O)COc1ccccc1
[45] CSc1ccccc1NC(=O)CSCc1ccc(C)cc1
[46] CCOC(=O)Cn1c2ccccc2c2nc3ccccc3nc21
[47] Cc1ccc(C2=NN(CCC#N)C(=O)CO2)cc1
[48] O=C(NCc1cccnc1)c1cc(C2CCCCN2C(=O)CCc2ccccc2)on1 (stereo unspecified)

Compound | 41 | 42 | 43 | 44 | 45 | 46 | 47 | 48
GC-B act | -1 | -16 | -3 | 3 | 0 | 13 | 0 | -3
rCAG RNA binder | -2 | -8 | -2 | 5 | -4 | -3 | -2 | 1
ABHD4 inh | -7 | 0 | 1 | 0 | 5 | 2 | 0 | -7
GC-A act | -2 | -33 | 0 | 2 | -2 | 12 | -1 | 4
ARFGAP1 inhibitor | 8 | 14 | 11 | -6 | -5 | 1 | -17 | 21
SMARCA2 act | 0 | -1 | -4 | -2 | 0 | 4 | -1 | -8
NR1D1 modulator | 1 | 3 | -5 | -3 | 1 | -7 | 2 | -10
HTRA1 inhibitor | -10 | 1 | 1 | -2 | -10 | -8 | 4 | .
ASAP1 inh | 9 | -3 | 8 | 1 | 6 | 4 | 10 | -3
PG9 Ab binder | -0.5 | 1.8 | 0.0 | -0.5 | 0.3 | -0.2 | -2.7 | 0.6

Compounds were not picked by outcome; overall some 4.4% were active at least once.
